Luciferase inh = Photinus pyralis luciferase inhibition; P08659; purified P. pyralis luciferase, luminescence, biochemical; 2.5% of 76,000 active; Potency, µM (titrated, usually from 115 µM), without a hit: top-dose activity change, negative = inhibition, most hits filed as inhibitors; further: potency means the concentration at half of the fitted maximal effect; nearly all actives have a fitted effect of over 65% in size
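FLuc 10nM, D-luciferin 10uM, ATP 10uM, Mg acetate 10mM, Tris acetate pH 7.5, Tween/BSA; cpd qHTS; enzyme added last; CCD luminescence.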
HEK293 tox = HEK 293 cell cytotoxicity | HEK 293 viability, ATP luminescence (CellTiter-Glo), 48-72 h | Potency, µM (doses to about 115 µM), without a hit: top-dose activity change, negative = cytotoxicity, hits mostly inhibitors | 6.6% of 94,000 active; further: potency means the concentration at half of the fitted maximal effect; nearly all actives have a fitted effect of over 60% in size
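qHTS cytotoxicity; HEK 293, 250 cells/well; compound pinned; 48 or 72 hr, 37 degree Celsius, 5% CO2, 95% humidity; CellTiter-Glo, 10 min RT; luminescence (ATP).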
3T3 cytotox = cytotoxic compounds in NIH 3T3 cells; NIH 3T3 viability, CellTiter-Glo ATP luminescence, 48-72 h; Potency, µM (highest dose often 96.7 µM), without a hit: top-dose activity change, negative = cytotoxicity, usual class: inhibitors; 4.3% of 94,000 active; AID 1345082; further: potency means the concentration at half of the fitted maximal effect; nearly all actives have a fitted effect of over 55% in size
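ATP-dependent luminescence (CellTiter-Glo) served as the viability signal for NIH 3T3 cells treated with compound for 48 or 72 hr at 37 °C.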
IP6K1 inhibitor = inhibitors of human IP6K1. IP6K1 kinase, ADP-Glo luminescence, 2 h; hits give low values. activity change, % (series mostly up to about 58 µM). 0.81% of 140,000 active; in the data active means activity change below about -25%
Target sequence (Q92551 whole entry, looked up): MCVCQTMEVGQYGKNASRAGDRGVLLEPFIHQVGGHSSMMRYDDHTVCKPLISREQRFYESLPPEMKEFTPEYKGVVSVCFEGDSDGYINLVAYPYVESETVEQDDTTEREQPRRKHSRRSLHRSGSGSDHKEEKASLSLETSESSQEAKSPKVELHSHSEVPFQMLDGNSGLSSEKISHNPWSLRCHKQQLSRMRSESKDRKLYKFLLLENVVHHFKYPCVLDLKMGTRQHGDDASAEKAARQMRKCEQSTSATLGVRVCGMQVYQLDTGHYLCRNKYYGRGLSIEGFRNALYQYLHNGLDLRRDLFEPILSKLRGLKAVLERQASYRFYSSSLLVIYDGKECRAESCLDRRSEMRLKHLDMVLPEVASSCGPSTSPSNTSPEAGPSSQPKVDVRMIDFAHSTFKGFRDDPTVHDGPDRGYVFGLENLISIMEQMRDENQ
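ADP-Glo luminescence measures ADP made by human IP6K1 during a 2 h RT reaction with ATP/IP6 (mix at 1.3 mM/130 uM); top library doses 57.5 and 19.1 uM final.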
SNCA viab count = reduces viability of HEK-293 SNCA reporter cells; HEK-293-SNCA-luc viability, GF-AFC fluorescence, 24 h; Potency, µM (titrated, usually from 57.1 µM), inactives show top-dose activity change, negative = cytotoxicity, hits mostly cytotoxic; 0.12% of 150,000 active;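 further: potency means the concentration at half of the fitted maximal effect; 0% = DMSO-treated cells and -100% = medium-only wells without cells; nearly all actives have a fitted effect of over 30% in size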
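HEK-293-SNCA-luc cells (1500/well) plated 24 h, then exposed 24 h to a dilution series; GF-AFC added 30 min at 37C, fluorescence 405/540 nm; normalised to medium-only and DMSO wells, Hill fit.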
GPT2 inh = inhibitors of human GPT2 alanine aminotransferase. Potency, µM (series often up to 57.7 µM), for inactives: at the top dose activity change, negative = inhibition, usual class: inhibitors. Recombinant GPT2, coupled pyruvate oxidase/HRP Amplex Red fluorescence. Q8TD30. AID 1671188. 0.25% of 100,000 active; further: potency means the concentration at half of the fitted maximal effect; nearly all actives have a fitted effect of over 60% in size; many of its hits are not listed in these tables
Target sequence (Q8TD30 whole entry, looked up): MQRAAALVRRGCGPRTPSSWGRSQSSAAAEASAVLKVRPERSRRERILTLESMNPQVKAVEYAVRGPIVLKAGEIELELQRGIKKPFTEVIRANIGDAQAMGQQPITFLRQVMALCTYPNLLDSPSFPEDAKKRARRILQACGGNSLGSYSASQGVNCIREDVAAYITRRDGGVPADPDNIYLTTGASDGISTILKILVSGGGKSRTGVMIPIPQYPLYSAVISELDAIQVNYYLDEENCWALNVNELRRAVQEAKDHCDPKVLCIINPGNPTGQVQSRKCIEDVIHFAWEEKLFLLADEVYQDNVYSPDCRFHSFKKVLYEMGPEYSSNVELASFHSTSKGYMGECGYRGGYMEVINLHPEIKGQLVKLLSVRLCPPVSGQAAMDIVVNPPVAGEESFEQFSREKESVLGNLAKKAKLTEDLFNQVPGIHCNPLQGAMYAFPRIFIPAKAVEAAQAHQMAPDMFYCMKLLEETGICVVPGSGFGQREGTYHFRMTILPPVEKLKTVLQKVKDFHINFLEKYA
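Fluorescence of coupled pyruvate oxidase/HRP/Amplex Red system (50uM Amplex, 30 min, dark) reports pyruvate formed by GPT2. Enzyme reaction: 10ng/uL GPT2, 2mM L-alanine, 250uM a-KG, 30 min room temperature, pH 7.5; 50uM AOA control.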
SNCA expr inhib = reduces expression of the alpha-synuclein gene. HEK-293 SNCA-luciferase knock-in, luminescence, 24 h. Potency, µM (highest dose often 57.2 µM), for the others: at the top dose activity change, negative = inhibition, hits mostly inhibitors. 0.17% of 140,000 active. AID 1671194;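 further: potency means the concentration at half of the fitted maximal effect; plate controls were DMSO cells for no effect and cell-free wells for full effect; nearly all actives have a fitted effect of over 45% in size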
* marks the source's active call; other numbers are inactive results; i = inactive; ? = inconclusive; . = not tested or not shown; & = joins results of further samples; [ ] = dose if it differs, or a comment. Unless noted, the call rests on the fitted dose curve; in most records, active means well fitted curve in the direction sought with a large enough effect; inconclusive means small, poorly fitted or top-dose-only effect, or another doubt; inactive means no such curve, though single readings can be large; an effect the other way counts as inactive or inconclusive. Unless noted, on the % scale 0 is the no-effect control and ±100 the full control effect. Rows were taken by chance. About 7.8% of those tested had a hit in this group.

SMILES	Luciferase inh	HEK293 tox	3T3 cytotox	IP6K1 inhibitor	SNCA viab count	GPT2 inh	SNCA expr inhib
CCC(C)NC(=O)c1ccc(-c2cccc(C#N)c2)o1 (configuration not stated)	-9.2%	-6.1%	-17.2%	12.8	-8.9%	-24.5%	35.1%[activator]
O=C([C@@H]1C[C@H](F)CN1C(=O)c1ccco1)N1CCCCC1	-9.3%	-11.1%	-11.3%	1.8	-3.5%	i	16.9%
Cc1cc2c(N[C@@H]3CCOC[C@H]3OCc3c(C)noc3C)ncnc2s1	1.6%	-8.0%	?	12.4	-6.6%	-9.9%	-21.5%
O=C1NCc2ccccc2CC12CCN(Cc1c(Cl)cncc1Cl)C2 (configuration not stated)	.	?	-26.8%	3.5	-22.8%	i	-27.7%
CC(=O)N1CCC(N(Cc2ccc(C)o2)C(=O)Nc2ccc(C)cc2)CC1	.	.	.	-13.3	-1.9%	.	7.1%
CC1=C[C@@H](CNC(=O)c2cccnc2)[C@H](C(C)C)C[C@H]1CC(=O)NCc1ccccn1	?	-22.1%[172 µM]	0.4%[174 µM]	6.6	3.7%[87.6 µM]	?	46.5%[activator][87.6 µM]
Cc1cc(C[C@@H]2COC[C@@H]2NC(=O)c2sc3nc[nH]c(=O)c3c2C)on1	0.0%	0.5%	-2.1%	4.3	6.3%	4.1%	2.2%
O=C(O)C(c1cccc2c1OCC2)N1CCCN(c2ncccn2)CC1 (configuration not stated)	-7.2%	-4.8%	-4.2%	25.9	-5.3%	?	0.6%
O=C(CC1CCc2ccccc21)N1CCN(S(=O)(=O)N2CCCC2)CC1 (configuration not stated)	6.6%	?	-15.8%	-4.3	-7.4%	-13.9%	-29.6%
O=C(NCCNC(=O)c1cccc(-c2ccsc2)c1)c1ccc(C(F)(F)F)cc1	.	-28.3%	-12.3%	6.8	-6.3%[12.5 µM]	i	-7.3%
Cc1c(C(=O)N(Cc2ccco2)Cc2ccccc2Cl)oc2ccc(F)cc12	.	.	.	-17.9	4.6%	.	-13.8%
CC(=O)c1cccc(NC(=O)CSc2nnc3ccc(-c4ccc(Cl)cc4)nn23)c1	.	.	.	6.3	5.9%	.	8.6%
CCC(=O)N1CCC(c2noc(COC)n2)C1 (configuration not stated)	0.0%	i	4.7%	2.6	1.1%	i	12.4%
O=C1c2c(nc(CNCc3ccccc3)n2Cc2ccccc2)NCCN1CCOc1ccccc1	-0.5%	?	?	-3.2	-10.8%	-6.4%	5.3%
CSCC(=O)N1C[C@@H](NC(=O)NC2CCCCC2)C[C@H]1C(=O)N[C@H](Cc1c[nH]c2ccccc12)C(N)=O	2.6%	-0.7%	i	11.8	-3.1%	-3.4%	2.5%
COc1cc(CNC(=O)CCCC/C=C/C(C)C)ccc1O	.	.	.	-2.4	-1.1%	i	.
Cc1ccncc1C(=O)NCC(=O)N1CCCCCNC(=O)CC1c1ccccc1 (configuration not stated)	-1.7%	-2.7%	2.1%	0.5	-1.1%	i	27.2%
N#Cc1ccc(CN2CCCC2=O)cc1	2.8%	11.8%	4.2%	9.7	-8.1%	0.2%	12.3%
N#Cc1ccc(C(=O)N[C@@H]2CN(Cc3ccccc3)C[C@H]2CO)cc1	-6.7%	?	14.1µM*	3.2	-9.3%	3.0%	?
COc1ccccc1-c1cccc(C(=O)N2CCC[C@H]2C(=O)NCc2ccc(F)cc2)c1	.	?	?	-13.6	-0.7%[12.5 µM]	i	0.6%
CN1CCCN(c2ccc(C(=O)N3CCC(N4CCOCC4)CC3)cn2)CC1	-13.3%	-2.2%	-5.6%	-0.1	2.3%	-19.5%	1.8%
O=C(NCc1ccccn1)c1nc2sccn2c1-c1ccccc1	.	-23.3%[172 µM]	?	-1.2	-7.6%[87.6 µM]	2.7%[88.5 µM]	20.5%[87.6 µM]
COc1ccc(Cc2nc3ccc(C(=O)NCc4ccccc4Cl)cc3o2)cc1	.	.	.	6.4	0.0%	.	24.6%
Cc1ccc(C(=O)NC(C(=O)N2CCCCC2)C2CCN(C(=O)C(C)C)CC2)cc1 (configuration not stated)	3.5%	?	?	-2.5	5.7%	i	43.6%[activator]
CN(C)S(=O)(=O)c1ccc2c(c1)/C(=C/c1cc3c([nH]1)CCCC3)C(=O)N2	.	.	.	.	-1.1%	-2.6%	70.1%[activator]
COCCN1C(=O)c2ccccc2C(C(=O)Nc2ccc(F)cc2)C12CCCC2 (configuration not stated)	-5.7%	7.5%	-13.2%	23.9	-3.7%	i	10.3%
O=C(Cc1cccs1)N1CCc2nn(CC3CC3)c(=O)n2CC1	-12.5%	4.5%	-13.2%	-2.0	1.6%	-19.0%	?
Cc1ccoc1-c1nc2ccncc2[nH]1	?	1.0%&-7.8%[230 µM]	-31.0%&-8.1%[174 µM]	0.0&-7.5	4.0%&0.9%[87.6 µM]	?	48.3%&43.4%[activator][87.6 µM]
O=C1CC(c2ccccc2)N(C(=O)CNS(=O)(=O)c2ccc3c(c2)OCCO3)CCCCCN1 (configuration not stated)	5.0%	-1.8%	?	-7.6	-11.1%	i	-5.4%
CC(N)=O	.	.	.	.	?	?	16.4%
CCOC(=O)c1noc2ncn(CC(=O)Nc3ccc(F)cc3Cl)c(=O)c12	.	.	.	6.3	4.2%	.	?
OC1CCOC2(CCNCC2)C1 (configuration not stated)	-7.3%	1.8%	i	4.5	-5.8%[12.5 µM]	-2.3%	30.0%
Cc1ccc(Nc2ccnc(N3CCC(NC(=O)NC4CCCC4)CC3)n2)cc1	.	-27.2%	-10.1%	-10.9	2.6%[12.5 µM]	-6.7%	13.0%
COc1ccc(-c2cc(N3CCCC(NC(=O)c4cccn4C)C3)n[nH]2)cc1 (configuration not stated)	35.5µM*	?	?	0.0	-22.5%	-10.8%	109.0%[activator]
CC(C)c1nn2c(=O)cc(COC(=O)c3cccc(NC(=O)COc4ccc(F)cc4)c3)nc2s1	.	.	.	8.5	4.9%	.	24.4%
COCCN1C(=O)[C@H]2CN(Cc3cc(F)cc(F)c3)C[C@H]2C1=O	3.3%	-7.1%	i	0.2	-7.4%	-0.4%	3.7%

Profiles, quoted from the list. Values in the order: Luciferase inh, HEK293 tox, 3T3 cytotox, IP6K1 inhibitor, SNCA viab count, GPT2 inh, SNCA expr inhib
Results for `O=C(Cc1cccs1)N1CCc2nn(CC3CC3)c(=O)n2CC1` : -12.5%, 4.5%, -13.2%, -2.0, 1.6%, -19.0%, ?
Results for `COc1ccc(-c2cc(N3CCCC(NC(=O)c4cccn4C)C3)n[nH]2)cc1` (configuration not stated) : 35.5µM*, ?, ?, 0.0, -22.5%, -10.8%, 109.0%[activator]
Results for `COCCN1C(=O)c2ccccc2C(C(=O)Nc2ccc(F)cc2)C12CCCC2` (configuration not stated) : -5.7%, 7.5%, -13.2%, 23.9, -3.7%, i, 10.3%
Results for `O=C1CC(c2ccccc2)N(C(=O)CNS(=O)(=O)c2ccc3c(c2)OCCO3)CCCCCN1` (configuration not stated) : 5.0%, -1.8%, ?, -7.6, -11.1%, i, -5.4%
Results for `COCCN1C(=O)[C@H]2CN(Cc3cc(F)cc(F)c3)C[C@H]2C1=O` : 3.3%, -7.1%, i, 0.2, -7.4%, -0.4%, 3.7%

(list continues)
SMILES	Luciferase inh	HEK293 tox	3T3 cytotox	IP6K1 inhibitor	SNCA viab count	GPT2 inh	SNCA expr inhib
COCCNC(=O)c1c(C)oc2nc(C)nc(N3CCOCC3)c12	.	.	.	-10.7	2.1%	.	38.2%[activator]
COc1ccccc1CNC[C@H]1O[C@@H]2C[C@@H](CC(=O)N3CCC(F)(F)C3)O[C@@H]2[C@@H]1O	-3.6%[172 µM]	i	2.0%[174 µM]	4.2	2.7%[87.6 µM]	0.5%[88.5 µM]	-11.8%[87.6 µM]
CC(=O)N1CCN(c2nc3c(s2)CC(C(=O)NCc2cccc(Cl)c2)CC3)CC1 (configuration not stated)	35.0%	?	-30.5%	7.4	0.3%	i	-6.6%
COc1ccc(CCNC(=O)c2cnn(-c3cccc(C)c3)c2C2CCN(C(=O)OC(C)(C)C)CC2)cc1OC	.	.	.	-10.0	-10.2%	.	?
CCN(CC)C(=O)N1C[C@H](NC(=O)CCc2csc(N)n2)[C@@H](C2CC2)C1	7.0%	-2.3%	-3.5%	-5.5	-6.0%	-7.7%	-6.0%
CCn1c(CN2CCN(c3nc4ccccc4s3)CC2)nnc1C1CC(N)C1 (configuration not stated)	2.1%	-10.9%	-1.2%	-3.4	6.9%	i	34.3%[activator]
O=C(c1cccn1-c1nnc(N2CCCC2)s1)N1CCN(c2ccc(Cl)cc2)CC1	.	.	.	1.1	2.1%	.	1.0%
COc1ccc(C(=O)N2CCCC(CNC(=O)c3ccc(F)cc3)C2)cc1OC (configuration not stated)	-23.9%	-5.0%	-15.7%	-13.9	-3.5%	-3.2%	-21.4%
O=C1Cc2c(-c3cccc(N4CCOCC4)c3)n[nH]c2CN1Cc1ccccn1	-14.6%[172 µM]	-33.9%[172 µM]	?	6.9	-3.8%[87.6 µM]	i	-5.2%[87.6 µM]
O=C(C1CCCCC1)N1CCC2(CN[S+](=O)([O-])c3cnccc3O2)C1 (configuration not stated)	.	-1.1%	-8.8%	-2.0	2.6%	?	6.9%
Cc1nc(N2CCCCCC2)ncc1C(=O)O	-3.7%	5.8%	i	-7.3	?	i	?
O=C(NCc1ccco1)N[C@@H]1CCOC[C@H]1OCc1ccccc1	-10.9%	i	-1.6%	1.9	3.0%	-19.2%	0.1%
CCC(=O)N1CCc2sc(C(=O)NCc3ccc(Cl)cc3)cc2C1	-5.4%	?	-16.9%	7.5	1.2%	i	-25.2%
Cc1cc(C)c(Cn2c(=O)n(CCC(=O)NCCc3ccccc3)c(=O)c3ccccc32)c(C)c1	.	.	.	-2.0	2.8%	.	6.9%
O=C1CCN(CC(O)CC(F)(F)F)c2ccc(F)cc2CN1C1CCCC1 (configuration not stated)	.	?	-31.0%	-9.4	.	.	.
COCCn1c(C)cnc1CC1CCN(C(=O)CC2CCCCC2)C1 (configuration not stated)	.	-14.3%	-25.3%	17.0	-11.5%	0.8%	14.5%
O=C(c1cccc(Cl)c1)N1CCN(C(=O)c2nc3cccnc3n(Cc3ccccc3)c2=O)CC1	.	?	?	-4.1	-13.4%[12.5 µM]	i	4.5%
COc1cccc(CCNC(=O)c2c(C)noc2-c2cc(OC)cc(OC)c2)c1	-4.8%	?	?	-6.4	-10.4%	-4.1%	-19.5%
CC(C)NC(=O)c1ccccc1OCC1CCCN(Cc2ccc3[nH]ccc3c2)C1 (configuration not stated)	.	?	-44.7%	2.9	?	i	25.6%
COCCN1C(=O)CS(=O)(=O)C12CCN(C(=O)c1ccc(Cl)cc1)CC2	7.2%	i	0.2%	-9.1	8.3%	i	20.6%
NC(=O)C1CCN(CC[C@H]2CN(C(=O)Nc3ccc(C(F)(F)F)cc3)CC[C@H]2CC(=O)O)CC1	-1.8%	-3.6%	i	10.4	4.5%	2.1%	?
CCCC1=Nc2cc(C(=O)NCCCN3CCCCC3CC)ccc2Sc2ccc(C)cc21 (configuration not stated)	3.4%	?	7.08µM*	-12.1	-21.8%	-11.2%	-23.6%

Screening results (PubChem)
